From PubChem BioAssay
hIAP block: human IAP inhibitors, primary screen, biochemical, luminescence, uHTS | purified IAP, CDP-Star luminescence, 30 min | inhibition, % at 10 µM | actives 0.12% (n = 330,000) | AID 2544, 2010;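 active = inhibition reaching a set limit with compound at 10 µM in the primary screen, cut at about 35% in these data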;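 note: plate controls were DMSO wells with enzyme for no effect and no-enzyme buffer wells for full effect; values of inactives mirror those of a sister screen read the other way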
Target sequence (P09923 whole entry, looked up): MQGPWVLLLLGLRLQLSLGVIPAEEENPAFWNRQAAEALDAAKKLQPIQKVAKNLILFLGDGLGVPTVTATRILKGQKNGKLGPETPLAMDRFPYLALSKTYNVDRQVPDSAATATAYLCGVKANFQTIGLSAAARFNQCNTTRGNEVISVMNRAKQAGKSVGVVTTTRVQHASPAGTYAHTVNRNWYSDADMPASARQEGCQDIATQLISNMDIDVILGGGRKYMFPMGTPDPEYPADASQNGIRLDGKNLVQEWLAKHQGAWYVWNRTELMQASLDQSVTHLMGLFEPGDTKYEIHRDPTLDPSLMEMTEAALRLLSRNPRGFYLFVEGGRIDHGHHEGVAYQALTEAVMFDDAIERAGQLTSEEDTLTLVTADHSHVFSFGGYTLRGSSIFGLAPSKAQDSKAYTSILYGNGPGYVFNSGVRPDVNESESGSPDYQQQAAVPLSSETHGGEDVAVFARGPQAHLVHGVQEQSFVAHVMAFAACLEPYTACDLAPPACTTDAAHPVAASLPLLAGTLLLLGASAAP
APOBEC3A inh: APOBEC3A ssDNA deaminase inhibitors, primary screen, selectivity assay for APOBEC3G inhibitor project, biochemical, FAM/TAMRA oligo cleavage fluorescence; recombinant A3A, FAM/TAMRA ssDNA deamination fluorescence; inhibition, % at 20 µM; actives 0.41% (n = 330,000); DNA dC->dU-editing enzyme APOBEC-3A (Homo sapiens), P31941;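 active = at least 40% inhibition at 20 µM here, with at most 30% in a related deaminase screen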;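 note: plate controls were A3A with DMSO for no effect and wells lacking A3A enzyme for full effect; some results filed as inactive read as strong as hits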
Target sequence (P31941 whole entry, looked up): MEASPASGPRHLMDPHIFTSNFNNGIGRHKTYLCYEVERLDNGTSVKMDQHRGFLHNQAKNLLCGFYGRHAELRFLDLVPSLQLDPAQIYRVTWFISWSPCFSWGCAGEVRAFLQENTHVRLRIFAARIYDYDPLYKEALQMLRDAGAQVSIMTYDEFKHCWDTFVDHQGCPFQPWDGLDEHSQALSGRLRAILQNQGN
mIAP act: activators of mouse IAP, primary screen, biochemical, luminescence, uHTS; muIAP, CDP-Star luminescence, 30 min; active compounds read high; 1 = vehicle-only enzyme signal, 0 = enzyme-free wells; activation factor at 10 µM; actives 0.24% (n = 330,000); AID 2805, 2010;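 active = activation factor of at least 2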; note: the source names both 10 and 20 µM as test concentration; values of inactives mirror those of a sister screen read the other way
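Assay system: mouse IAP enzyme; reagent: chemiluminescent substrate CDP-Star; dosing: test compounds delivered from DMSO solution; schedule: 30 min at room temperature; measured by: luminescence from enzymatic CDP-Star hydrolysis; controls: DMSO-only wells and no-enzyme negative control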
TIM10 inh: growth inhibitors of isogenic TIM10 control yeast, primary screen, counter-screen for tim10-1 yeast inhibitor project, luminescence, uHTS. S. cerevisiae TIM10 strain growth, BacTiter-Glo luminescence, 24 h. inhibition, % at 10 µM. actives 1.4% (n = 330,000);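 active = inhibition of 40% or more at the single tested concentration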;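 note: wild-type TIM10 isogenic control strain grown at permissive 25 °C; 0% = DMSO yeast wells and 100% = minimal medium wells without yeast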
NALP3 yeast inh: NALP3 inflammasome inhibitors in reconstituted yeast, primary screen, luminescence, uHTS; Yeast reconstituted NLRP3/ASC/caspase-1, beta-gal luminescence, 24 h; inhibition, % at 10 µM; actives 0.39% (n = 330,000); AID 2825, 2010;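 active = inhibition of 50% or more; inactive = inhibition below 50%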;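 note: plate controls were induced DMSO wells for no effect and uninduced yeast grown without galactose for full effect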
tim10-1 inh: growth inhibitors of tim10-1 mutant yeast, primary screen, luminescence, uHTS | inhibition, % at 20 µM | S. cerevisiae tim10-1 ts strain growth, BacTiter-Glo, 24 h | actives 2.2% (n = 330,000);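 active = inhibition of at least 40%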;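 note: mutant grown at 25 °C; 0% = DMSO wells with yeast and 100% = wells holding no yeast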
MIN6 prolif: inducers of MIN6 beta-cell proliferation, primary screen, ATP luminescence, uHTS. actives 0.29% (n = 330,000). proliferation, % at 10 µM. MIN6 cells proliferation, ATPlite luminescence, 48 h; cells starved in 0.2% serum; 100% = growth in 10% serum;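 active = compounds whose signal lies at least 3.5 SD above the mean of all wells on their plate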;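 note: 0% = DMSO-treated cells in low-serum medium and 100% = 10% serum control; some compounds called inactive have numbers as strong as hits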
mIAP block: inhibitors of mouse IAP, primary screen, biochemical, luminescence, uHTS; intestinal alkaline phosphatase [Mus musculus]; purified mouse IAP, CDP-Star luminescence, 30 min; inhibition, % at 10 µM; actives 0.2% (n = 330,000); AID 2806, 2010;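 active = inhibition of at least 40% at 10 µM in the primary screen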;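 note: plate controls were DMSO with enzyme for no effect and no enzyme wells for full effect; values of inactives mirror those of a sister screen read the other way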
APOBEC3G inh: APOBEC3G DNA deaminase inhibitors, primary screen, biochemical, fluorescence, single-stranded DNA substrate, uHTS | recombinant A3G, ssDNA deamination FAM/TAMRA fluorescence | actives 0.28% (n = 330,000) | AID 493012, 2011 | inhibition, % at 20 µM | DNA dC->dU-editing enzyme APOBEC-3G (Homo sapiens), Q9HC16;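 active = inhibition of at least 40% at 20 µM, with no more than 30% in the related APOBEC3A deaminase screen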;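 note: plate controls were DMSO wells with A3G for no effect and wells lacking A3G enzyme for full effect; some compounds called inactive have numbers as strong as hits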
Numbers without * were called inactive.

#	SMILES	hIAP block	APOBEC3A inh	mIAP act	TIM10 inh	NALP3 yeast inh	tim10-1 inh	MIN6 prolif	mIAP block	APOBEC3G inh
1	COC(=O)C1=C(C)N(Cc2ccccc2)C(=NCc2cc(OC)c(OC)c(OC)c2)N[C@H]1c1cccc(F)c1	9	19	1.2	0	23	7	-8	-16	-4
2	Cc1ccc(-c2cc3nc(-c4ccccc4)cc(N4CCC5(CC4)OCCO5)n3n2)cc1	9	0	1.1	13	12	19	-1	-14	-4
3	Cc1cc(Nc2ccccc2Cl)c2ccccc2n1	-2	-1	1	5	16	-7	-3	0	3
4	COc1cccc(CNC(=O)C(NS(=O)(=O)c2ccc3c(c2)CCN3C(C)=O)C(C)C)c1 (stereo not drawn)	6	-7	0.98	7	1	1	-2	2	-4
5	CCCC[n+]1ccn(C2=C([O-])c3ccccc3C(=O)/C2=N\S(=O)(=O)c2ccccc2)c1	-1	3	0.73	-5	-4	6	-3	27	0
6	CC(C)(C)NC(=O)C(c1ccncc1)N(Cc1cccs1)C(=O)c1csnn1 (stereo not drawn)	-2	2	0.97	-6	-8	10	-1	3	-6
7	C[C@H](NC(=O)c1ccco1)C(=O)N1CCCC1	-5	-3	0.99	7	3	-22	1	1	-8
8	Cc1ccc(OCC(=O)N/N=C\c2cccs2)c([N+](=O)[O-])c1	0	20	0.97	-7	18	-1	-2	2	2
9	O=C(N/N=C/C=C/c1cccc([N+](=O)[O-])c1)c1ccncc1	1	-3	0.98	7	13	-14	-4	2	-5
10	O=C(CSc1ncn(-c2ccccc2)n1)N1CCN(c2ccccc2)CC1	-6	1	0.98	21	18	30	0	2	-5
11	CCOc1ccccc1OCCCC(=O)NNC(=O)c1cc(C)oc1C	7	-3	0.98	-9	17	-10	1	2	-7
12	Clc1ccc(N2CCN(c3nc4nonc4nc3N3CCSCC3)CC2)nc1	8	6	0.95	13	-8	19	4	5	-3
13	CCN1C(=O)N[C@H](c2ccccc2)C(C(C)=O)=C1C	11	-2	1.1	-9	24	9	-1	-10	-9
14	Cc1onc(-c2ccccc2Cl)c1C(=O)N1CCOC12CCCCC2	-5	-2	0.96	9	7	12	-1	4	-6
15	CC(C)CC(/C(O)=C(\C#N)c1nc2ccccc2[nH]1)N1C(=O)c2ccccc2C1=O (stereo not drawn)	-7	-3	0.94	13	7	12	0	6	-7
16	O=C(Nc1nc2ccc(C(=O)N3CCCCC3)cc2s1)C1CCCCC1	-1	2	1.1	18	-2	4	-5	-7	-5
17	Cc1ccnn1CCC(=O)N1CCCC(CCC(=O)NCc2ccccc2F)C1 (stereo not drawn)	-2	1	0.98	11	17	1	-1	2	-9
18	COc1ccc(N)cc1S(=O)(=O)Nc1ccccc1Cl	8	3	1	13	7	4	-1	-2	3
19	COc1cccc(NC(=O)C(=O)NCCC2CCCCN2S(=O)(=O)c2ccccc2)c1 (stereo not drawn)	-10	0	0.97	4	21	16	-2	3	-3
20	O=C(CSc1cccc2cccnc12)Nc1cccc(S(=O)(=O)N2CCOCC2)c1	10	-4	0.94	21	18	11	-1	6	-6
21	Cc1ccc(NC(=O)C2CCCN2C(=O)NC2CCCCC2)cc1C (stereo not drawn)	-17	1	1	2	22	-2	0	0	-5
22	COc1ccccc1-c1sc2ccccc2c1C#Cc1ccc(N(C)C)cc1	2	-6	1.2	5	13	30	-5	-17	-10
23	Cc1csc(Sc2ccc(C(=O)OCC(=O)Nc3ccc(OC(F)(F)F)cc3)cc2[N+](=O)[O-])n1	4	-2	0.92	-15	27	3	0	8	-4
24	NC(=O)CSc1nc2c(sc3ccccc32)c(=O)n1CCCN1CCOCC1	11	-3	1.1	-21	1	-7	5	-7	-3
25	Cc1ccc(NC(=O)COC(=O)Cc2ccc(Br)cc2)cc1S(=O)(=O)N1CCOCC1	-12	-1	1.1	10	13	25	-2	-13	-3
26	CCCCCCCCSc1nnc(CSc2nc3nc(C)cc(C)n3n2)o1	0	-2	0.92	-2	-2	14	-4	8	-4
27	Cc1noc(NS(=O)(=O)c2ccc(NC(=O)c3ccc(Br)o3)cc2)c1C	9	1	0.93	4	15	5	0	7	-2
28	COc1ccc(C2C3=C(CCCC3=O)Nc3nc(C(F)(F)F)nn32)cc1OC (stereo not drawn)	-7	7	0.95	-2	6	-9	-2	5	-4
29	CCOC(=O)CNC(c1ccccc1)c1cc(Br)ccc1NC(C)=O (stereo not drawn)	8	6	1.1	11	7	29	-1	-5	-2
30	Cc1ccc(CSc2nc3[nH]ncc3c(=O)[nH]2)cc1	-2	-1	0.95	17	19	21	-1	5	-2
31	Cc1c(NC(=O)CN2CCN(c3cccc(Cl)c3)CC2)c(=O)n(-c2ccccc2)n1C	-12	2	1	-7	27	6	-1	0	0
32	CC(C)Cc1nc(N2CCOCC2)c(C#N)c2c1CCC2	2	4	0.99	-6	-5	5	0	1	0
33	CC(Sc1n[nH]c(=O)n1Cc1ccccc1)C(=O)NC1CCCCC1C (stereo not drawn)	4	0	0.94	19	-7	8	0	6	-3
34	CCCCNC(=O)CC(C(=O)N1CCc2ccccc21)n1ccnc1 (stereo not drawn)	-3	-4	0.97	2	6	2	-3	3	-5
35	O=C(NC1CCCC1)c1cc(-c2cccs2)on1	14	-1	1	-6	47	2	-4	-1	-5
36	COC(=O)c1c(C)[nH]c(C)c1-c1ccc(C)cc1	-1	-6	0.96	18	29	20	0	4	-4
37	CCOC(=O)N1CCN(C(=O)CSC2=NS(=O)(=O)c3ccccc3N2)CC1	0	0	1.1	13	21	-1	-4	-6	1
38	O=c1[nH]c(Cc2ccccc2)nc2scc(-c3ccccc3)c12	-23	3	1.1	3	12	6	-3	-6	-6
39	Cc1cc(C)n(-c2ccc(C(=O)OCC(=O)Nc3ccc([N+](=O)[O-])cc3)cc2)n1	4	2	0.92	26	9	18	0	8	3
40	COc1ccc(/C=C/C(=O)c2c(C)cc(C)[nH]c2=O)c2ccccc12	-16	1	0.98	15	32	11	-4	2	-7
41	OC[C@H]1OC(O)C[C@@H](O)[C@@H]1O (stereo partly drawn)	8	-1	1	4	0	4	-2	-2	-5
42	CCOC(=O)CC1C(=O)NCCN1C(=O)COc1ccc(Br)cc1C (stereo not drawn)	6	-4	0.9	2	10	2	3	10	-2
43	Cc1cc(=O)oc2c3c(cc(OCC(=O)N[C@@H](C)C(=O)O)c12)OC(C)(C)CC3	-6	-1	1	-21	-2	6	-1	-2	-1
44	COc1ccc(/C=C/C2=NNC(=O)CC2)cc1	-4	4	1	-2	3	22	3	0	-4
45	Fc1cccc2sc(N3CCCCC3)nc12	-10	-1	1	-10	23	-1	-1	0	-1
46	O=C(c1cc2ccccc2o1)N1CCN=C1SCc1cccc(F)c1	7	-2	1	11	5	6	-3	0	-3
47	CN(CC1COc2ccccc2O1)C(=O)c1ccc(N(C)C)cc1 (stereo not drawn)	-5	-2	1	10	2	4	0	-4	-3
48	CC(=O)c1ccccc1Oc1nc(CN2CCOCC2)nc2scc(-c3cccs3)c12	12	-5	1.2	30	10	28	1	-22	-5
49	O=C(O)c1ccc(N2CC3CC(C2)c2cccc(=O)n2C3)c(NC(=S)Nc2ccc(Br)cc2)c1 (stereo not drawn)	2	-1	1.1	22	13	28	-2	-5	1
50	Cc1sc2nc(CN(Cc3cccs3)C(=O)NC3CCCCC3)[nH]c(=O)c2c1C	-15	-8	1.1	29	15	24	-2	-11	-7
51	CC(C)C(C(=O)Nc1nccs1)N1C(=O)c2ccccc2C1=O (stereo not drawn)	-4	3	1.1	-5	12	7	0	-11	2
52	C=CCn1c(P(=O)(O)c2ccccc2)nc2ccccc21	1	1	1	-3	15	7	3	-2	1
53	O=C(O)C1Cc2ccccc2CN1C(=O)CCl (stereo not drawn)	-8	3	1	9	7	4	-4	-1	-3
54	NC(=O)C1CCCN(C(=O)NC2CCCCC2)C1 (stereo not drawn)	-23	-3	0.95	3	13	0	-1	5	-1
55	Cc1nc(CNC(=O)C2CCC(=O)N(Cc3cccc(F)c3)C2)sc1C (stereo not drawn)	-14	-6	0.99	-3	-1	-16	-1	1	-7
56	COc1ccc([C@H]2CC(=O)C=C(/C=C/Cc3ccccc3)C2)cc1	-10	-1	0.89	47*	23	38	-7	11	-9
57	O=S(=O)(Nc1ccc2c(c1)OCCO2)c1cccc2nsnc12	-5	-5	1	-16	17	10	-1	0	-8
58	O=C(Nc1ccc(Cl)cc1)Nc1cc(S(=O)(=O)N2CCOCC2)ccc1N1CCCC1	-1	3	2.9*	26	10	13	-1	-191	4
59	CCOc1ccccc1NCc1cc(=O)oc2cc(C)c(O)cc12	21	-2	0.96	-1	5	6	1	4	-5
60	CC[C@H](C)[C@H](NC(N)=O)C(=O)OCC(=O)NCc1ccc(Cl)cc1	-10	1	1	7	4	8	0	-3	-5
